GALK inh = qHTS Assay for Inhibitors of Human Galactokinase (GALK): NCGC Sytravon Library Screen; P51570; recombinant GALK, Kinase-Glo ATP luminescence, 1 h; Potency, µM (highest dose often 57.5 µM), without a hit: at the highest dose activity, negative = inhibition, most hits filed as inhibitors; 44,000 tested, under 10 active; AID 1347072, 2019;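 further: plate controls were full GALK reaction for no effect and reaction lacking GALK for full effect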
Target sequence (P51570 whole entry, looked up): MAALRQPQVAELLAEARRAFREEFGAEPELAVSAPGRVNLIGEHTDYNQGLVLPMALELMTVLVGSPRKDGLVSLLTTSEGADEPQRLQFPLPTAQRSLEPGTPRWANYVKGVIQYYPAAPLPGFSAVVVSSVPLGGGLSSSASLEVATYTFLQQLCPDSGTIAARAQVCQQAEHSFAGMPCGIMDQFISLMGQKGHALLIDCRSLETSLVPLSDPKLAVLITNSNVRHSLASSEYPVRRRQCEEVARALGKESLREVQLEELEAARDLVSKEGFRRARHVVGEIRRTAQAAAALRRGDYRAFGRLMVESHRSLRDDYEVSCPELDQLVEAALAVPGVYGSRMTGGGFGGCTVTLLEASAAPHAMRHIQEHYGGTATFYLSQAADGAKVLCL
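Human GALK (5 nM) was incubated with 35 uM ATP and 100 uM galactose in 20 mM HEPES pH 8.0 with MgCl2, NaCl, DTT and BSA for 1 h at room temperature. Remaining ATP was measured by Kinase-Glo Plus luminescence.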
FH mod = Identification of activators of human fumarate hydratase by quantitative high-throughput screening. 54,000 compounds, 0.22% hits. Potency, µM (top dose mostly 79.9 µM), without a hit: at the top dose activity change, negative = inhibition, most hits filed as inhibitors. FH coupled MDH/diaphorase resazurin fluorescence, 15 min; further: potency means the concentration at half of the fitted maximal effect; on the % scale 0 is the no-effect control and ±100 the full control effect; the screen sought activators but most active calls are inhibition curves; nearly all actives have a fitted effect of over 45% in size
Target sequence (P07954 whole entry, looked up): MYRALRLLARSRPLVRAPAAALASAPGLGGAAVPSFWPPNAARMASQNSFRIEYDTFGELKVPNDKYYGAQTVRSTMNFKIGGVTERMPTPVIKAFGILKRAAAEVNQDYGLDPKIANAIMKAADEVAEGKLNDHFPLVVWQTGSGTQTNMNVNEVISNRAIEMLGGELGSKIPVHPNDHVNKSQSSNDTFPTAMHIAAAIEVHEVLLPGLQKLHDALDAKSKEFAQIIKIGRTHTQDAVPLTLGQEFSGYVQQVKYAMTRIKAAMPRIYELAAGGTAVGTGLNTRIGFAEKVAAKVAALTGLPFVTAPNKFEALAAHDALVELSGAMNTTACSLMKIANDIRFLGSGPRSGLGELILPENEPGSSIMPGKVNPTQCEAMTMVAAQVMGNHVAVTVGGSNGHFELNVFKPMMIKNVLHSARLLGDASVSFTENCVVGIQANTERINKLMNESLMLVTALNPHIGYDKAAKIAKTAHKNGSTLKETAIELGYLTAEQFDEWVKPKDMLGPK
B2AR arrestin ag = qHTS assay of beta-arrestin-biased ligands of beta2-adrenergic receptor: NCGC Sytravon Library Screen | Beta-2 adrenergic receptor (Homo sapiens), P07550 | HTLA Tango cells, beta-arrestin recruitment, luciferase luminescence, 18 h | Potency, µM (doses to about 46.1 µM), for inactives: at the top dose activation, hits mostly activators | 44,000 tested, under 10 active | AID 1347077, 2019;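 further: potency means the concentration at half of the fitted maximal effect; 0% = DMSO and full agonism = EC100 isoproterenol or metaproterenol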
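Tango cell line, 1% FBS DMEM; cpd titration up to 46 microM; 18 hr, 37 degrees C, 5% CO2. Luciferin/ATP substrate mix added, 15 min RT, luminescence. %Activity, CRC fitting, curve-class categorization.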
TSG101-PTAP inh = qHTS Validation Assay for Inhibitors of HIV-1 Budding by Blocking the Interaction of PTAP/TSG101: Sytravon Library Screen | Tumor susceptibility gene 101 protein (Homo sapiens), Q99816 | Fluorescence polarization, FITC-PTAP peptide/Tsg101, 20 min | Potency, µM (titrated, usually from 115 µM), for inactives: at the top dose activity change, negative = inhibition, usual class: inhibitors | 44,000 tested, under 10 active | AID 1347069, 2019; further: potency means the concentration at half of the fitted maximal effect; 0% is about no effect
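Steps: Tsg101 binding domain (10 uM final) in HEPES pH 7.5/NaCl/Tween 20/EDTA/TCEP; add compound; add FITC-PTAP peptide (50 nM final); incubate 20 min r.t.; read polarization.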
p53null 39C kill = qHTS Screen for Compounds that Selectively Target Cancer Cells with p53 Mutations: Cytotoxicity of p53 Null Cells at the Nonpermissive Temperature. H1299 p53-null (neo) cells, 39C, ATPlite viability, 24 h. Potency, µM (series often up to 46.1 µM), without a hit: at the top dose activity, negative = cell killing, most hits filed as cytotoxic. 55,000 compounds, 0.97% hits;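 further: potency means the concentration at half of the fitted maximal effect; 0% = DMSO only and -100% = full killing by 100 µM tamoxifen; nearly all actives have a fitted effect of over 50% in size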
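Temperature-shift cytotoxicity format: compound titrations on p53-null or A138V-expressing H1299 cells held 24 hr at 39C, cell ATP then measured, AC50 from Hill model.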
p53null 32C kill = qHTS Screen for Compounds that Selectively Target Cancer Cells with p53 Mutations: Cytotoxicity of p53 Null Cells at the Permissive Temperature; Potency, µM (series often up to 46.1 µM), without a hit: top-dose activity change, negative = cytotoxicity, hits mostly cytotoxic; AID 903, 2007; 55,000 compounds, 0.62% hits; H1299-neo p53 null cells, ATP luminescence, 24 h, 32C;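 further: potency means the concentration at half of the fitted maximal effect; 0% = DMSO only and -100% = full killing by 100 µM tamoxifen; nearly all actives have a fitted effect of over 55% in size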
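H1299-neo, 600 cells/well; overnight 37C; cpd up to 46 uM, 24 h at 32C; ATPlite luminescence after 20 min RT; normalized to DMSO (0%) and tamoxifen 100 uM (100% kill); Hill-fit AC50.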
NTMT1 inhibitor = Primary qHTS for Inhibitors of N-terminal methyltransferase 1 (NTMT1): MTaseGlo Assay | NTMT1 MTase-Glo SAH luminescence, purified enzyme | 59,000 compounds, 2.5% hits | AID 1645870, 2021 | N-terminal Xaa-Pro-Lys N-methyltransferase 1 (Homo sapiens), Q9BV86 | Potency, µM (top dose mostly 114 µM), without a hit: top-dose activity change, negative = inhibition, hits mostly inhibitors;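 further: potency means the concentration at half of the fitted maximal effect; plate controls were DMSO vehicle for no effect and no enzyme for full effect; nearly all actives have a fitted effect of over 65% in size; many of its hits are not listed in these tables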
The depositor's hits bear a star; ? = inconclusive; · = no result given; [ ] = another dose, or the depositor's remark. The call rests on the fitted dose curve; in most records, active means well fitted curve in the direction sought with a large enough effect; inconclusive means small, poorly fitted or top-dose-only effect, or another doubt; inactive means no such curve, though single readings can be large; an effect the other way counts as inactive or inconclusive.

SMILES	GALK inh	FH mod	B2AR arrestin ag	TSG101-PTAP inh	p53null 39C kill	p53null 32C kill	NTMT1 inhibitor
CCc1nc(-c2cc(S(=O)(=O)N3CCN(c4ccccc4)CC3)ccc2OC)no1	1%	-1%	-2%	2%	-8%	-13%	-6%
Cc1ccc(NC(=O)c2c(C(=O)Nc3ccccc3)sc3nc(C)cc(=O)n23)cc1	0%	·	-1%	1%	-19%	-2%	·
CC(C)(C)OC(=O)N1CCC(c2nnc(SCc3ccccc3F)o2)CC1	-1%	-13%	0%	0%	-3%	9%	27%
COc1ccc(NC(=O)COCc2cc(-c3ccco3)on2)cc1Cl	3%	-16%	1%	5%	-24%	-16%	4%
CC(=O)Nc1cccc(NC(=O)CSc2nccn2Cc2ccccc2)c1	0%	5%	1%	-2%	21%	-3%	9%
Cc1cccc(NC(=O)CN2C(=O)COc3ccc(S(=O)(=O)N4CCC(C)CC4)cc32)c1C	-6%	-1%	3%	-3%	-22%	-4%	7%
CSc1ccc(C2c3c(-c4ccccc4O)n[nH]c3C(=O)N2Cc2ccncc2)cc1 (stereo not drawn)	2%	-14%	?	0%	-1%	4%	2%
CCOc1ccc(NS(=O)(=O)c2ccc3[nH]cc(C(=O)NCC4CCCO4)c(=O)c3c2)cc1 (stereo not drawn)	6%	-18%	-1%	-2%	6%	-1%	10%
Cc1c(CCC(=O)NCCc2ccccc2)c(=O)oc2c(C)c(O)ccc12	11%	·	-1%	-1%	13%	-3%	·
Cc1ccc2oc(C(=O)Nc3sc4c(c3C(=O)NCc3cccnc3)CCCC4)cc(=O)c2c1	4%	-35%	-2%	1%	11%	-1%	-8%
COc1ccc(-c2nc(SCC(=O)Nc3ccc4c(c3)OCCO4)c(-c3ccc(F)cc3)[nH]2)cc1	-7%	-5%	0%	1%	-19%	?	-6%
COC(=O)c1sc2cccc(F)c2c1S(=O)(=O)N1CCN(c2cccc(OC)c2)CC1	2%	-26%	3%	-3%	-13%	16%	3%
CCNC(=O)CC1C(=O)N(c2cccc(OC)c2)C(=O)N1Cc1ccc(OC)c(OC)c1 (stereo not drawn)	-7%	5%	0%	-8%	-4%	-6%	17%
COCCCNC(=O)c1ccc2c(=O)n(Cc3ccc(OC)cc3)c(=O)[nH]c2c1	-6%	-9%	0%	0%	0%	10%	4%
Cc1cc2c(cc1S(=O)(=O)Nc1cccc(Cl)c1C)OCCN2C	8%	-23%	2%	-4%	?	3%	0%
Cc1ccc(OCC(=O)Nc2nonc2-c2ccc(Br)cc2)cc1C	3%	-12%	0%	0%	21%	-7%	-2%
CCOc1ccc2c(c1)c(=O)c(C(=O)c1ccc3c(c1)OCO3)cn2Cc1cccc(F)c1	-1%	?	-1%	-1%	2%	-4%	8%
Cc1ccc(NC(=O)Cn2c(=O)nc(-c3ccccc3F)c3cc(Cl)ccc32)c(Br)c1	-4%	-18%	-1%	0%	-5%	-4%	5%
CCOc1ccc(NC(=O)Cn2c(=O)n(Cc3ccco3)c(=O)c3oc4ccccc4c32)cc1	6%	4%	0%	-4%	-7%	2%	9%
Cc1ccc(S(=O)(=O)N2CCN(Cc3ccccc3Cl)CC2)cc1	-4%	?	0%	3%	21%	24%	2%
CC(C)c1nc2ccc(C(=O)NCCCN3CCN(c4cccc(Cl)c4)CC3)cc2o1	-1%	-11%	-1%	-3%	1%	-6%	-28%
COc1ccc(-c2cc(C(=O)Nc3ccc4c(c3)OCO4)no2)cc1OC	0%	·	-1%	3%	-9%	4%	·
COc1ccc2c(c1)c1c(c(=O)n(-c3cccc(C)c3)c(=O)n1CC(=O)NCc1ccc(C)cc1)n2C	-1%	0%	-1%	1%	21%	1%	-7%
COc1ccc(Cl)cc1NC(=O)N1CC(=O)Nc2sc3c(c2C1c1ccccc1)CCCC3 (stereo not drawn)	2%	-26%	-2%	-6%	-7%	2%	8%
CCc1ccc2oc(-c3cc(NC(=O)c4cccs4)ccc3Cl)nc2c1	9%	-19%	0%	-2%	?	-9%	13%
Following part
SMILES	GALK inh	FH mod	B2AR arrestin ag	TSG101-PTAP inh	p53null 39C kill	p53null 32C kill	NTMT1 inhibitor
CCc1ccccc1NC(=O)CN1CCCN(Cc2cc(C)ccc2C)S1(=O)=O	1%	-14%	0%	-4%	16%	4%	-6%
CCN1CCN(c2oc(/C=C/c3ccc(OC)c(OC)c3)nc2C#N)CC1	2%	-22%	-2%	-3%	-24%	2%	-7%
COc1cc(OC)cc(C(=O)Nc2cc3c(cc2N2CCCCC2)n(C)c(=O)n3C)c1	3%	·	0%	-5%	23%	-1%	·
Cc1cccc(N2CCN(c3nc4ccc(C(=O)c5ccccc5)cc4n4cnnc34)CC2C)c1 (stereo not drawn)	-1%	-6%	-1%	0%	30%	0%	7%
COC(=O)c1sc(NC(=O)/C=C/c2ccc(OC)c(OC)c2)c(C(=O)OC)c1C	-8%	-3%	-2%	1%	7%	3%	-10%
CCc1ccc(S(=O)(=O)c2cn(CC)c3cc(N4CCCCC4)c(F)cc3c2=O)cc1	0%	3%	3%	0%	-14%	-5%	5%
CCCN(CCC)C(=O)CSc1c2c(nc3ccc(Cl)cc13)CCCC2	4%	-26%	0%	-9%	?	-26%	-20%
CCC1CN(C(=O)Nc2cc(Cl)c(OC)cc2OC)c2ccccc2O1 (stereo not drawn)	0%	2%	2%	-3%	-8%	1%	-14%
O=C(C1CCCN(S(=O)(=O)c2cccc3nsnc23)C1)N1CCN(c2ccccc2Cl)CC1 (stereo not drawn)	9%	-25%	-2%	30%[activator]	15%	24%	-2%
Cc1cc(C)c2oc(C(=O)Nc3sc4c(c3C(=O)NCc3ccco3)CCC4)cc(=O)c2c1	11%	-4%	0%	2%	-8%	-3%	4%
CCOC(=O)C1CCC(CN(Cc2c(Cl)cccc2Cl)S(=O)(=O)c2ccc(Cl)cc2)CC1 (stereo not drawn)	4%	2%	-1%	0%	7%	-7%	11%
CCN(c1ccccc1C)S(=O)(=O)c1nnc(NC(=O)c2ccc(OC)c(OC)c2)s1	1%	-11%	0%	1%	0%	-3%	9%
CCOc1ccc(N(CC)S(=O)(=O)N2CCCC(C(=O)NCc3ccc(Cl)cc3)C2)cc1 (stereo not drawn)	0%	-14%	3%	-2%	23%	30%	11%
CC1(C)O[C@H]2[C@@H](O1)[C@@H](C(=O)Nc1cc(F)ccc1F)O[C@@H]1OC(C)(C)O[C@@H]12	1%	7%	-3%	0%	-4%	4%	5%
COc1cccc(N2CCN(C(=O)c3cc4c(=O)n(Cc5cccnc5)ccc4nc3C)CC2)c1	0%	0%	5%	1%	4%	-3%	13%
O=C(NCCc1ccccc1)C(=O)NCC(c1ccco1)S(=O)(=O)c1ccccc1 (stereo not drawn)	-2%	4%	-3%	1%	15%	-3%	26%
COc1ccc(C(=O)Nc2nnc(S(=O)(=O)N3CCN(c4ccc(F)cc4)CC3)s2)cc1	0%	1%	-1%	2%	-9%	5%	6%
N#Cc1ccccc1NC(=O)C(=O)NCC(c1ccc2c(c1)OCO2)N1CCOCC1 (stereo not drawn)	0%	-3%	0%	-3%	7%	?	5%
COc1ccc(CCNC(=O)Cn2c(=O)n(-c3ccc(OC)c(OC)c3)c(=O)c3ccccc32)cc1OC	-2%	4%	-2%	-2%	5%	0%	-13%
CN(Cc1ccccc1)c1nc2c(S(=O)(=O)c3ccccc3)nnn2c2ccsc12	-8%	-3%	-1%	1%	-11%	0%	-1%
COc1ccc(-c2nc3sc(CCNC(=O)c4ccco4)c(C)n3n2)cc1	-3%	-34%	-3%	-4%	?	?	-21%
CCOc1ccc2oc(=O)cc(CN3CCN(c4ccc(OC)cc4)CC3)c2c1	0%	6%	-1%	1%	-14%	-5%	-5%
Cc1ccc(N(CC(=O)NC(C)c2ccccc2)S(=O)(=O)c2c(C)noc2C)cc1 (stereo not drawn)	-3%	-8%	0%	-3%	6%	7%	14%
Cc1cccc(OCC(=O)Nc2nnc(S(=O)(=O)N3CCc4ccccc43)s2)c1	2%	?	0%	0%	0%	-2%	5%
O=C(Nc1ccc(C(=O)N2CCN(c3ccc(Cl)cc3)CC2)cc1)c1nsc2ccccc12	0%	-31%	0%	1%	-4%	-19%	-11%

A section from further up, for reference:
SMILES	GALK inh	FH mod	B2AR arrestin ag	TSG101-PTAP inh	p53null 39C kill	p53null 32C kill	NTMT1 inhibitor
CCN1CCN(c2oc(/C=C/c3ccc(OC)c(OC)c3)nc2C#N)CC1	2%	-22%	-2%	-3%	-24%	2%	-7%
COc1cc(OC)cc(C(=O)Nc2cc3c(cc2N2CCCCC2)n(C)c(=O)n3C)c1	3%	·	0%	-5%	23%	-1%	·
Cc1cccc(N2CCN(c3nc4ccc(C(=O)c5ccccc5)cc4n4cnnc34)CC2C)c1 (stereo not drawn)	-1%	-6%	-1%	0%	30%	0%	7%

Carrying on:
SMILES	GALK inh	FH mod	B2AR arrestin ag	TSG101-PTAP inh	p53null 39C kill	p53null 32C kill	NTMT1 inhibitor
O=C(Nc1ccc(C(F)(F)F)cc1)C(Cc1ccccc1)n1cccc1 (stereo not drawn)	7%	?	0%	-1%	?	?	5%
COc1cccc(NC(=O)C2CCN(c3nn4cc(-c5ccc(F)cc5)nc4s3)CC2)c1	1%	-3%	1%	3%	-13%	-5%	-18%
CC(C)c1cnc2c(c1SCC(=O)Nc1cccc([N+](=O)[O-])c1)c(=O)n(C)c(=O)n2C	4%	-27%	-1%	4%	-2%	-8%	-28%
COc1ccc(NC(=O)C2CCN(c3ccc(Sc4ccc(C)cc4)nn3)CC2)c(OC)c1	4%	-3%	0%	0%	-20%	-1%	3%
CCOc1ccccc1CN1CCc2nc(N3CCN(C)CC3)ncc2C1	-5%	3%	0%	-6%	-7%	-3%	-15%
CCCCOc1ccc(CNC(=O)C2CCCN(c3nnc(-n4c(C)ccc4C)s3)C2)cc1 (stereo not drawn)	-7%	2%	-4%	-1%	-9%	1%	-2%
CC(C)n1c(=N)c(C(=O)NCc2cccnc2)cc2c(=O)n3ccccc3nc21	2%	5%	-2%	1%	-5%	-1%	10%
Cc1cccc(N2CCN(C3(c4ccccc4)C(=O)c4ccccc4C3=O)CC2)c1C	-1%	-13%	0%	-2%	-11%	-12%	5%
O=C(CSc1nc2ccccc2nc1Cc1ccc(Cl)cc1)N1CCN(c2ccccc2)CC1	-1%	-7%	0%	-1%	0%	2%	15%

Compound activity: PubChem BioAssay, National Center for Advancing Translational Sciences (NCATS)

Only part of the results is shown; rates above refer to the full screens.
